KCNK3 inh = human KCNK3 channel inhibition, primary screen; O14649; CHO-KCNK3 thallium flux, FluxOR fluorescence; stronger effect = lower value; B-score at 10 µM; 340,000 compounds, 0.84% hits; AID 602410;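 active means B-score under library mean minus 4 SD, starting fluorescence ratio at most library mean plus 5 SD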;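 further: more negative B-score means stronger inhibition of thallium flux through KCNK3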
KCNQ1 act = human KCNQ1 channel potentiation or activation | CHO-K1 KCNQ1, thallium flux FluxOR fluorescence; stronger effect = higher value | B-score at 10 µM | 310,000 compounds, 0.35% hits | AID 2648;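 active means fluorescence ratio B-score, a plate-corrected score, at least three library SD, with initial intensity B-score within 5 SD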
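System: Stable KCNQ1 CHO-K1 line | Incubation: 90 min dye loading and 20 min compound exposure, both at room temperature | Measure: Ratio B score | Medium: Assay buffer for compound exposure, DMSO matched across wells | Compound dosing: Single-concentration screen | Probe or stimulus: K+/Tl+ depolarizing stimulus | Measured by: Kinetic FluxOR fluorescence, 10 s baseline plus 110 s post-stimulus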
PolyA inhibitor = inhibitors of polyadenylation in S. cerevisiae; S. cerevisiae SKY197-pL101 polyadenylation reporter, beta-gal luminescence; efflux-impaired pdr1/pdr3 knockout yeast; score 100 = 6 SD above DMSO; calls only at 12 µM; 300,000 compounds, 0.02% hits;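 active means lowest replicate activity score at least 50, where 100 means six control SD above control mean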;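 further: yeast exposed to compound for 9 h at 30 °C; higher score means more reporter readthrough which indicates perturbed polyadenylation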
TRPC4 block = blocks the mouse TRPC4 cation channel. B-score at 10 µM. AID 2247. 300,000 compounds, 0.39% hits. HEK293 TRPC4beta/mu-opioid, DAMGO-evoked Fluo4 calcium flux; stronger effect = lower value;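 active means B-score over 3 SD under the library average, no early fluorescence shift, positive overall ratio signal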
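Assay system: TRPC4beta/mu-opioid receptor HEK293 cell line; compound dosing: single concentration per test compound; detection: Fluo4 Ca2+ flux fluorescence; evaluation: per-well B score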
DYRK1A inh = inhibitors of rat Dyrk1A kinase | AID 504441 | inhibition, % at 12.5 µM | 310,000 compounds, 0.43% hits | ADP-Glo luminescence, NFATc1 peptide; in the data active means inhibition above about 50%;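 further: plate controls were vehicle with enzyme for no effect and no enzyme for full effect; many of its hits are not listed in these tables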
Platelet DG rel = modulates dense granule release in human platelets; inhibition, %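 (compounds screened at 7.5 µM in platelet-rich plasma)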; human platelet-rich plasma, SFLLRN dense granule ATP release, luminescence; AID 1663; 300,000 compounds, 0.22% hits;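 active means mean replicate score, as percent of positive control, at or above 50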
KCNK9 block = human KCNK9 channel inhibition; B-score at 10 µM; HEK293 KCNK9, FluxOR thallium flux fluorescence; stronger effect = lower value; 310,000 compounds, 1.2% hits;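 active means ratio B-score over 3 SD below the library mean, with starting fluorescence within 5 SD of its mean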;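 further: negative B-score means less thallium flux so channel inhibition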
TRPC4 PAM = TRPC4 (mouse) allosteric potentiation; Q9QUQ5; HEK293 TRPC4beta/mu-opioid, DAMGO EC20, Fluo-4 Ca2+ flux; stronger effect = higher value; B-score at 10 µM; 310,000 compounds, 0.42% hits; AID 2227;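 active means B-score of calcium response area above 5 SD of library B-scores, with initial fluorescence ratio within 5 SD of library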;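 further: B-score of integrated fluorescence ratio over time as area under calcium response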
KCNQ1 block = human KCNQ1 channel inhibition; 310,000 compounds, 1.3% hits; P51787; CHO-K1 KCNQ1, FluxOR thallium flux fluorescence; stronger effect = higher value; B-score at 10 µM;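 active means compounds whose thallium flux B-score, printed positive for inhibition, exceeds three library SD while starting fluorescence stays within three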;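 further: channel opened by potassium depolarization with thallium stimulus after 20 min compound exposure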
hERG rescue = compounds protecting human hERG from proarrhythmic drug block | Q12809 | CHO-hERG, FluxOR thallium flux, dofetilide IC70 present | activation (rescue from dofetilide block), less the hit threshold, % at 10 µM | 310,000 compounds, 0.51% hits | AID 1511;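 active means activation above the mean of controls blocked by dofetilide plus 5 SD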;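 further: thallium influx through hERG after potassium depolarization seen as dye fluorescence rise; in these data hits start at about 4.7%; inactives centre near -7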
Target sequence (Q12809 whole entry, looked up): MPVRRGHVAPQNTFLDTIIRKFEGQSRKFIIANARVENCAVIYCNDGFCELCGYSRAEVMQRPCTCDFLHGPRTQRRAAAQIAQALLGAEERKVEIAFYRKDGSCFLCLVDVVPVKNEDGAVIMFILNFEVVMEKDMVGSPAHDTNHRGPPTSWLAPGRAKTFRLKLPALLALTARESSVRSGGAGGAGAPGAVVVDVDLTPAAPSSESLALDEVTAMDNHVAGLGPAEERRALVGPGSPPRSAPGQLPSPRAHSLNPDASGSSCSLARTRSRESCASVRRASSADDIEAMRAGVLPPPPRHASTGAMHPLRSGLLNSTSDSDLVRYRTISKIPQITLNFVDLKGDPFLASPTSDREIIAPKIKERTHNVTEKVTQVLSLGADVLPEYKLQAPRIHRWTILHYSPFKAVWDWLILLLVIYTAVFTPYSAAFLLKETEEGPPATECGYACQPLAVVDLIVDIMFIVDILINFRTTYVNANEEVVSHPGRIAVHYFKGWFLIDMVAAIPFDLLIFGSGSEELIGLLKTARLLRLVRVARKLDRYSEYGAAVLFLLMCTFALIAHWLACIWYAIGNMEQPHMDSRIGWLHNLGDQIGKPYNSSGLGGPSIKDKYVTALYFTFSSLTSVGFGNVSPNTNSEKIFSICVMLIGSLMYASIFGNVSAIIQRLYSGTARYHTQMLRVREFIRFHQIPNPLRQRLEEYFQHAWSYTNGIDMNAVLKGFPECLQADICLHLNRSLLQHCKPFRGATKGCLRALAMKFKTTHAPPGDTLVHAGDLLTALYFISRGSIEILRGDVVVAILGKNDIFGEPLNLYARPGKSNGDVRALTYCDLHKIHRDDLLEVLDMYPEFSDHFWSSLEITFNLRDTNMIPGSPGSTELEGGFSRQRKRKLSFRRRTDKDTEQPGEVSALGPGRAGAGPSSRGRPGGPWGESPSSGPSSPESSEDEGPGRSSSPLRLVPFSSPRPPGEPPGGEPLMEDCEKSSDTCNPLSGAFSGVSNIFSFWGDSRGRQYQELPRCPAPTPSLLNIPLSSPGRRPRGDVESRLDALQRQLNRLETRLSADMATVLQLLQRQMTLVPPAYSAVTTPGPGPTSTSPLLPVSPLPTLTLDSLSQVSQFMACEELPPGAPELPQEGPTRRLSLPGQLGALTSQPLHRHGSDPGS
TRPC4 agonist = TRPC4 (mouse) channel activation; Q9QUQ5; HEK293 TRPC4beta/mu-opioid, Fluo4 calcium fluorescence; stronger effect = higher value; B-score at 10 µM; 310,000 compounds, 0.49% hits;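 active means B-score above 5 SD of library B-scores, and initial fluorescence ratio not above library mean plus 5 SD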;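 further: positive B-score marks a calcium rise read as TRPC4 activation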
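Assay system: HEK293 cells stably co-expressing mouse TRPC4beta and mu-opioid receptor / Timing: Fluo4 dye loading 45 min at room temperature, 110 s recording / Signal: Fluo4 calcium-sensitive dye fluorescence, kinetic, 1 Hz baseline / Read-out: integrated baseline-normalised fluorescence ratio, converted to per-well B score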
Active calls of the source: *; i = inactive; nt = no result given. Not all compounds are listed. The share of hits here may be higher or lower than overall.

SMILES	KCNK3 inh	KCNQ1 act	PolyA inhibitor	TRPC4 block	DYRK1A inh	Platelet DG rel	KCNK9 block	TRPC4 PAM	KCNQ1 block	hERG rescue	TRPC4 agonist
CCOC(=O)N1CCN(C(=O)C2CCC(=O)N(Cc3cccc(C(F)(F)F)c3)C2)CC1 (stereo unspecified)	i	i	i	i	4.9	11.1	i	i	i	-6.8	i
CCc1ccc(S(=O)(=O)Nc2ccncc2)cc1	i	i	i	i	-0.3	-3.0	i	i	i	-5.9	i
CC1CN(C(=O)N[C@@H](Cc2ccccc2)C(=O)O)CC(C)O1 (stereo partly specified)	i	i	i	i	4.5	7.8	i	i	i	-2.4	i
COc1ccccc1CNC(=O)Cn1cc(Br)ccc1=O	i	i	i	i	0.3	2.5	i	i	i	-8.8	i
Cc1ccc(C(=O)C[n+]2ccccc2)cc1	i	i	i	i	-3.0	-0.5	i	i	i	-7.4	i
CN(C)CCOC1c2ccccc2C=Cc2ccccc21	i	i	i	i	nt	-18.3	i	i	i	-12.3	i
COc1cc(Cl)c(C)cc1NC(=O)Cc1cccs1	i	i	i	i	-1.2	3.8	i	i	i	1.0	i
CC(=O)NN1C(=O)c2ccc(Oc3ccc4c(c3)C(=O)N(NC(C)=O)C4=O)cc2C1=O	nt	i	i	i	nt	-5.4	i	i	i	-8.8	i
Cc1nnc(CN(C)C(=O)CC2C(=O)NCCN2Cc2ccccc2C)o1 (stereo unspecified)	i	i	i	i	-0.4	-0.2	i	i	i	-6.5	i
c1ccc(OCC2CCNCC2)nc1	i	i	i	i	2.6	10.3	i	i	i	0.9	84*
COc1ccc(Cn2c(=O)oc3ccc(C)cc32)cc1	i	i	i	i	-1.8	1.6	i	i	i	-1.7	i
CC(C)(C)C(=O)CCN1C(=O)C2(OCCO2)c2ccccc21	i	i	i	i	-6.3	-1.3	i	i	i	-9.0	i
O=C(N/N=C/c1cc([N+](=O)[O-])ccc1O)C1CCCCC1	i	i	i	i	5.9	2.9	i	i	i	-8.9	i
OCCNC(=S)Nc1cc(Cl)cc(Cl)c1	i	i	i	i	0.0	9.9	i	i	i	-7.3	i
COc1ccc(CC(=O)Nc2cccc3c2CCCC3)cc1	i	i	i	i	9.2	3.5	i	i	i	-1.2	i
COc1ccc(CCNC(=O)CSCc2ccc(Br)cc2)cc1OC	i	i	i	i	nt	0.2	i	i	i	-9.1	i
CCCN1C(=O)c2[nH]nc(-c3cc(Cl)c(C)cc3O)c2C1c1ccc(O)c(OC)c1 (stereo unspecified)	i	i	i	i	0.0	3.5	i	11*	i	-20.3	i
O=C(NCc1ccncc1)C(=O)N/N=C/c1ccc(OCc2ccccc2)cc1	i	i	i	i	-2.4	-20.4	i	i	i	-8.6	i
NC(=O)C1(N2CCCCC2)CCN(C2CC(=O)N(Cc3cccs3)C2=O)CC1 (stereo unspecified)	i	i	i	i	12.9	-3.8	i	i	i	-4.1	i
CCc1ccc(C(N)=S)cc1	i	i	i	i	-0.4	-4.1	i	i	i	-13.8	i
O=C(CN1C(=O)COc2ccccc21)NCc1ccc(C(=O)O)cc1	i	i	i	i	0.6	-5.8	i	i	i	-7.2	i
COc1ccccc1C/C(N)=N/OC(=O)COc1cc(C)cc(C)c1C	i	i	i	i	3.5	6.1	i	i	i	-3.5	i
O=C(c1ccc(CS(=O)c2cccc(Cl)c2)o1)N1CCN(c2ccccn2)CC1 (stereo unspecified)	i	i	i	i	nt	16.6	i	i	i	-13.5	i
Cc1ccc(C)c(S(=O)(=O)N2CCCOC2CNC(=O)C(=O)NC2CCCC2)c1 (stereo unspecified)	i	i	i	i	-2.3	-8.4	i	i	i	-3.9	i
CCN(CC)C(=O)C1CCN(Cc2cccc(OCc3ccccc3)c2)CC1	i	i	i	i	-4.9	nt	i	i	i	-2.8	i
CC(C)Cc1nnc(NC(=O)c2ccc(N3CCCC3=O)cc2)s1	i	i	i	i	nt	-2.3	i	i	i	-4.8	i
O=C(CSc1nc2ccccc2[nH]1)c1c[nH]c2ccccc12	i	i	nt	i	7.5	0.1	i	i	i	-10.1	i
COc1ccc(OCCC(=O)OCC(=O)NC(=O)NC2CCCCC2)cc1	i	i	i	i	0.8	4.5	i	i	i	-10.9	i
Cc1ccc(NC(=O)c2cc3c(s2)CCCC3)cc1	i	i	i	i	0.5	-5.7	i	i	i	-11.4	i
C/C(=N\Nc1nc(Cl)c(Cl)cc1Cl)c1ccc(S(=O)(=O)NCc2ccco2)cc1	i	i	i	i	-5.5	6.2	i	i	i	-10.4	i
CCN1C(=O)[C@H]2[C@@H](c3ccc(-c4ccc(OC)cc4)cc3)N[C@@](Cc3ccccc3)(C(=O)OC)[C@H]2C1=O	i	i	i	i	9.4	-1.2	i	i	i	-5.4	i
O=C(Nc1ccc(Cl)cc1)Nc1cccnc1	i	i	i	i	17.4	-1.2	i	i	i	-10.3	i
COC(=O)c1ccc(/C=C/c2ccc3cccc(OC)c3n2)cc1	i	i	i	i	-2.3	22.9	i	i	i	44.4*	i
Cc1cc(N)n(-c2cc(C)c3ccccc3n2)n1	i	i	i	nt	-1.0	9.6	i	i	i	-5.1	i
O=C1NC2=C(C(=O)c3ccccc32)C(c2ccccc2)N1 (stereo unspecified)	i	i	i	i	nt	-3.6	i	i	i	-6.1	i
O=C(CCCNS(=O)(=O)c1cccc2nsnc12)NCc1ccc(Cl)cc1	i	i	i	i	8.4	2.0	i	i	i	-0.9	i
COCC1CCN(Cc2cn(-c3ccccc3F)nc2-c2cc(C)sc2C)CC1	i	i	i	i	-10.7	-1.8	i	i	i	-4.9	96*
O=C(O)c1ccc(-c2sc(Nc3ccccc3)n[n+]2-c2ccc(F)cc2)cc1	i	i	i	i	7.1	-2.5	i	i	i	0.7	i
O=C(CNC(=O)c1ccc(S(=O)(=O)N2CCCC2)cc1)N/N=C/c1ccc(Cl)cc1	i	i	i	i	5.6	-15.4	i	i	i	-15.2	i
CCCCCc1ccc(OCCC[n+]2ccccc2)c(CCCCC)c1	i	i	i	i	1.3	-4.9	i	i	i	-17.5	i
CC(C)CCN1CCN(C2CSCCSC2)CC1CCO (stereo unspecified)	i	i	i	i	6.6	-6.5	i	i	i	-6.5	i
COc1ccccc1NC(=O)CNc1ccc(F)c(Cl)c1	i	i	i	i	7.9	-7.4	i	i	i	-6.8	i
CC12CCC(=O)N1C(C(=O)Nc1cc(C(F)(F)F)ccc1N1CCOCC1)CS2 (stereo unspecified)	i	i	i	i	-5.2	-1.8	i	i	i	-18.4	i
N#Cc1ccccc1NC(=O)CSc1nccn1CCc1ccccc1	i	i	i	i	4.0	3.4	i	i	i	-8.1	i
Cc1ccc2cc(CN(CCCO)S(=O)(=O)c3ccccc3F)c(=O)[nH]c2c1C	i	i	i	i	-2.6	-34.2	i	i	i	-4.8	i
CCOc1ccc(NC(=O)CSc2ncc(-c3ccc(F)cc3)n2Cc2ccco2)cc1	i	i	i	i	-3.0	25.5	i	i	i	-11.9	i
COC(=O)C(/C=N/O)NC(=O)c1ccccc1 (stereo unspecified)	i	i	i	i	-1.6	4.2	i	i	i	-5.2	i
O=C(CCCn1ncn2c(cc3occc32)c1=O)NCc1cccc(Cl)c1	i	i	i	i	-0.2	-13.3	i	i	i	-9.7	i
CCOc1cc(N2CCOCC2)c(OCC)cc1NC(=O)COC(=O)CCn1c(C)csc1=O	i	i	i	i	7.5	-17.9	i	i	i	-13.1	i
CN(C)S(=O)(=O)c1ccc(N2CCCC2)c(C(=O)NCc2ccccc2)c1	i	i	i	i	11.7	-5.8	i	i	i	-10.6	i
COc1ccc(S(=O)(=O)N2CCOC2CNC(=O)C(=O)NCCc2c[nH]c3ccccc23)cc1C (stereo unspecified)	i	i	i	i	-1.1	6.7	i	i	i	-15.1	i
O=C1C(c2ccccc2)NC(=S)N1C1CCCCC1 (stereo unspecified)	i	i	i	i	0.0	-1.6	i	i	i	-10.7	i
COc1ccc(CNC(=O)CN(c2ccccc2)S(=O)(=O)c2ccccc2[N+](=O)[O-])cc1	i	i	i	i	-2.9	4.8	i	i	i	-2.2	i
O=C(NC1CCCC1)c1ccccc1-c1ccccc1	i	i	i	i	0.8	-10.4	i	i	i	-2.5	i
CN(CC(=O)O)S(=O)(=O)c1ccc2c(c1)n(C)c(=O)c(=O)n2C	i	i	i	i	nt	-6.2	i	i	i	-2.9	i
CCC(C)NCCC(=O)Nc1ccc(Cl)c(S(=O)(=O)Nc2ccc(Cl)cc2)c1 (stereo unspecified)	i	i	i	i	2.2	-9.3	i	11*	i	-18.4	i
CC1(C)OC(=O)C(=CNc2ccccn2)C(=O)O1	i	i	i	i	7.6	1.1	i	i	i	-5.3	i
CC(=O)C1=C(O)C(=O)N(c2ccc(S(N)(=O)=O)cc2)C1c1ccc([N+](=O)[O-])cc1 (stereo unspecified)	i	i	i	i	0.0	-0.1	i	i	i	0.9	i
O=C(NNC(=S)NCc1ccco1)c1ccccc1Br	i	i	i	i	-7.9	-4.8	i	i	i	-10.7	i
COCCCNC(=S)Nc1ccc2nc3n(c(=O)c2c1)CCCCC3	i	i	i	i	6.2	11.2	i	i	i	-7.4	i

Compound profiles, from the list above. Order of screens: KCNK3 inh	KCNQ1 act	PolyA inhibitor	TRPC4 block	DYRK1A inh	Platelet DG rel	KCNK9 block	TRPC4 PAM	KCNQ1 block	hERG rescue	TRPC4 agonist
Listed for `O=C(NNC(=S)NCc1ccco1)c1ccccc1Br` = i	i	i	i	-7.9	-4.8	i	i	i	-10.7	i
Listed for `O=C1C(c2ccccc2)NC(=S)N1C1CCCCC1` (stereo unspecified) = i	i	i	i	0.0	-1.6	i	i	i	-10.7	i

Going on with the list:
SMILES	KCNK3 inh	KCNQ1 act	PolyA inhibitor	TRPC4 block	DYRK1A inh	Platelet DG rel	KCNK9 block	TRPC4 PAM	KCNQ1 block	hERG rescue	TRPC4 agonist
O=C(CCN1CCOCC1)c1ccc2c(c1)OCCO2	i	i	i	i	-6.5	-23.7	i	i	8*	-15.0	i
CCOC(=O)/C=C/C(=O)Nc1ccc(S(=O)(=O)Nc2cc(C)on2)cc1	i	i	i	i	-0.4	-6.4	i	i	i	-6.0	i
CC1(C)Cc2c(sc(NC(=O)COc3ccccc3)c2C#N)C(C)(C)N1	i	i	i	i	nt	-2.2	i	i	i	-8.9	i
CCOC(=O)C1=C(C)NC2=C(C(=O)c3ccccc32)C1c1ccc([N+](=O)[O-])o1 (stereo unspecified)	i	i	i	i	5.5	0.7	i	i	i	-13.0	i
O=C(C(Cl)c1ccccc1)N1CCOCC1 (stereo unspecified)	i	i	i	i	-0.3	-0.7	i	i	i	-5.0	i
